Source: PubChem BioAssay (National Center for Advancing Translational Sciences (NCATS))
NTMT1 inhibitor – NTMT1 methyltransferase inhibition; 2.5% of 59,000 active; AID 1645870; NTMT1 MTase-Glo SAH luminescence, purified enzyme; Q9BV86; Potency, µM (doses to about 114 µM), without a hit: top-dose activity change, negative = inhibition, actives largely listed as inhibitors; active = well fitted inhibition curve with a large enough effect; inconclusive = small, poorly fitted or top-dose-only effect;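 also: plate controls were DMSO vehicle for no effect and no enzyme for full effect; nearly all actives have a fitted effect of over 65% in size; many of its hits are not listed in these tables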
Target sequence (Q9BV86 whole entry, looked up): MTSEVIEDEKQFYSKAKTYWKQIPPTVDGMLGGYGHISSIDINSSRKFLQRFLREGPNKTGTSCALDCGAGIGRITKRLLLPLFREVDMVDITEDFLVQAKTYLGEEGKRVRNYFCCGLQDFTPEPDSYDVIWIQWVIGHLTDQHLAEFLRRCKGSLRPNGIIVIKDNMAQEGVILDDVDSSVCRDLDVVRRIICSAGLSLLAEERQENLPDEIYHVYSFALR
* marks the source's active call; other numbers are inactive results; ? = inconclusive; [ ] = remark or other dose. Potency is read from the fitted curve at half-maximal effect. Only part of the results is shown; count on the stated rates, not on these rows.

SMILES	NTMT1 inhibitor
N#Cc1ccccc1Nc1ncc(-c2cccc3ccccc23)o1	?
CN(Cc1ccc(/C=C/C(=O)NO)cc1)CC12CC3CC(CC(C3)C1)C2	15.1%
CC(=O)N[C@H](C(=O)N[C@@H](C)C(=O)N[C@H](C#N)CC(=O)O)C(C)C	11.2%
Cc1ccc(N[S+](=O)([O-])c2cc3c(cc2Cl)NC(=O)CO3)cc1Br	-1.7%
N[C@@H](CCC(=O)O)C(=O)N[C@@H](Cc1c[nH]c2ccccc12)C(=O)O	7.5%
NC(=O)C1CCN(c2nc(-c3cccc(Br)c3)cs2)CC1	-18.9%
O=C(O)CCc1cc(F)c(S(=O)(=O)N2CCN(S(=O)(=O)c3ccc4c(c3)OCCO4)CC2)cc1F	8.7%[57.5 µM]
NS(=O)(=O)Oc1ccc2c3c(c(=O)oc2c1)CCCCC3	28.2µM*
Cc1ccc(OCCn2c(CCNC(=O)c3ccsc3)nc3ccccc32)cc1	?
COc1ccc(C2=Nn3c(nnc3-c3cc(OC)ccc3OC)SC2)c(OC)c1	-27.3%
Cc1ccc(-c2ccc(=O)n(CC(=O)N(C)C3CCCCCC3)n2)cc1	-8.3%[57.5 µM]
CC(C)C(OC(=O)CNC(=O)c1ccccc1)C(=O)Nc1cc(C(F)(F)F)ccc1Cl (stereo not given)	13.7%
O=S(=O)(Nc1nccs1)c1ccc(NCc2ccc(Br)cc2O)cc1	?
Cc1ccc(C(=O)Nc2nnc(-c3ccco3)o2)cc1	13.6%
Cc1ccc(OCCn2c(CCNC(=O)NC3CCCCC3)nc3ccccc32)cc1	-19.8%[57.5 µM]
CC(C)c1ccccc1-c1ncc(N(C)C)c(NCc2ccc(-c3cccnc3)cc2)n1	13.2%[57.5 µM]
CCNC(=O)C1CCN(C(=O)C(C)(C)NC(=O)Nc2ccccc2Cl)CC1	-1.7%[57.5 µM]
CC(C)(C)c1cccc(NC(=O)Nc2nnc(-c3ccncc3)s2)c1	7.0%
Fc1ccc(Nc2nc(-c3ccnc(C(F)(F)F)c3)nc3ccccc23)cc1F	13.0%
CC(=O)c1ccc(N2CCN(S(=O)(=O)c3ccc4c(c3)CC(=O)N4)CC2)cc1	-10.1%[228 µM]
Cn1nnnc1Sc1ncnc2scc(-c3ccccc3C#N)c12	-4.5%[57.5 µM]
O=C(Nc1ccccc1)OCc1c(-c2ccccc2)no[n+]1[O-]	-0.3%[57.5 µM]
Cc1cccc(-c2ccc(=O)n(CC(=O)NCCc3ccccc3)n2)c1	3.3%
CCOC(=O)C1CCN(C(=O)C2(NC(=O)Nc3ccccc3Cl)CCCCC2)CC1	?
CC(=O)Nn1c(C)nc2sc3c(c2c1=O)CCNC3	6.9%[57.5 µM]
COc1ccc(C2Nc3ccccc3C(=O)N2Cc2ccccn2)cc1COc1c(C)cccc1C (stereo not given)	6.2%
CC(=O)c1c(C)[nH]c(C(=O)Nc2ccc(OCCCN(C)C)c(S(=O)(=O)Nc3ccc(Br)cc3)c2)c1C	-17.2%
Cc1cc2c(s1)c1cnn(Cc3c(F)c(F)c(C(F)(F)F)c(F)c3F)c(=O)c1n2C	1.3%
O=C(O)c1ccc2c(c1)C(=O)N([C@H](Cc1ccc(F)cc1)C(=O)O)C2=O	7.5%
CCc1ccc(NC(=O)c2cnn3c(C)cc(-c4ccccc4)nc23)cc1	-14.4%
O=C(CNC(=O)c1cccc2ccccc12)OC(C(=O)Nc1cc(C(F)(F)F)ccc1Cl)c1ccccc1 (stereo not given)	-12.3%
COc1cccc(Nc2ccc(N3CCN(C(C)=O)CC3)cc2)c1OC	2.2%
CNC1CCC(N(Cc2ccc(OC)c(-c3ccc(C#N)cc3)c2)C(=O)c2sc3ccccc3c2Cl)CC1 (stereo not given)	?
CC(=O)Nc1sc2c(c1-c1csc3ccccc13)CCNC2	-15.8%
N#Cc1ccc(CNc2nc(-c3ccccc3C(F)(F)F)nc3ccccc23)cc1	13.6%
Oc1ccc(CNc2ccccn2)c2cccnc12	9.2%
O=C(CN1C(=O)N/C(=C\c2cccn2-c2cccc(C(=O)O)c2)C1=O)Nc1cccc(Cl)c1	79.4µM*
C/C(=C\c1ccc2c(c1)OCO2)C1Nc2cccc3cccc(c23)N1	-9.4%
Cc1nc(N2CCOCC2)c2nc(-c3ccccc3)n(CCCN3CCCCC3C)c2n1 (stereo not given)	-6.3%
CC(C)Nc1cccc(S(=O)(=O)N2CCCN(S(=O)(=O)c3ccc4c(c3)OCCO4)CC2)c1	10.4%
O=C(Cc1ccc(Cl)c(Cl)c1)Nc1ccc([S+](=O)([O-])Nc2cccc([N+](=O)[O-])c2)cc1	5.2%
COc1ccc(C2Nc3cccc(OC)c3C(=O)N2Cc2ccccc2)cc1COc1ccc(NC(C)=O)cc1 (stereo not given)	15.3%
O=S(=O)(Nc1nccs1)c1ccc(Nc2nc(-c3ccc(F)cc3)cs2)cc1	?
NC(=O)C1CCN(c2nnc(-c3ccc4c(c3)OCCCO4)s2)CC1	-1.4%
CCCCC1CCC(C(=O)Nc2ccc(S(=O)(=O)Nc3cc(C)on3)cc2)CC1 (stereo not given)	-4.6%
NC(=O)C1CCN(c2nc(-c3cc4ccccc4o3)cs2)CC1	?
Fc1cccc(CNc2nc(-c3ccccc3C(F)(F)F)nc3ccccc23)c1	16.7%
COc1cccc(-c2ccc3ncnc(NCc4cccc(C)c4)c3c2)c1	2.5%[57.5 µM]
CC(=O)NCC(=O)N1[C@@H]2CC[C@H]1c1ccc(Nc3ncc(C(F)(F)F)c(NC4CCC4)n3)cc12	-4.2%
CCCn1c(C)nc2c(NC3CCN(Cc4ccccc4)C3)nc(C)nc21 (stereo not given)	-15.6%

The results go on:
SMILES	NTMT1 inhibitor
CC(=O)N1c2ccc(S(=O)(=O)Nc3ccc(C)c(C)c3)cc2CC1C (stereo not given)	13.7%
COc1cc(=C2C=c3ccccc3=N2)[nH]/c1=C/c1[nH]c(C)cc1C	39.8µM*
O=C1NS(=O)(=O)c2cc(Cl)ccc21	9.7%
C[C@@H]1CN(S(=O)(=O)c2c(F)cccc2F)CCN1S(=O)(=O)c1ccc2c(c1)OCCO2	18.1%
CC(C)(C)CNc1nc(C#N)nc(Nc2ccccc2)n1	-9.5%[57.5 µM]
C=C(C)c1cc2c(s1)c1cnn(Cc3ccccc3F)c(=O)c1n2C	6.9%[57.5 µM]
N#Cc1nc(Nc2cccc(Br)c2)nc(NC2CCCC2)n1	-4.7%
Cn1cc(C[C@H](C(=O)O)N2C(=O)c3ccc(C(=O)O)cc3C2=O)c2ccccc21	9.2%
O=C(Cc1ccc(Cl)c(Cl)c1)Nc1ccc([S+](=O)([O-])Nc2ccccn2)cc1	?
Clc1cccc(-c2ccc(-c3nnc(CCCc4ccc5cccnc5n4)o3)cc2)c1	-22.3%
COc1ccc(C[C@@H](NS(=O)(=O)c2ccc(C(=O)O)cc2)C(=O)O)cc1	-0.3%
FC(F)(F)c1cccc(-c2nc(NCc3ccc(-c4cccnc4)cc3)c3ccccc3n2)c1	-1.0%
CC(=O)c1ccc(N2CCN(S(=O)(=O)c3ccc4c(c3)C(Cl)(Cl)C(=O)N4)CC2)cc1	?
Cc1nc(NCc2ccc(-c3cccnc3)cc2)c2ccccc2n1	-0.5%
O=C(Nc1ncc(Cc2ccc(C(F)(F)F)cc2)s1)c1ncc(-c2ccccc2)[nH]1	9.9%[57.5 µM]
COC(=O)C1CCc2sc(NC(=O)Cc3ccccc3)c(C(=O)Nc3ccc(Cl)cc3)c21 (stereo not given)	-8.2%
O=C1Cc2cc(S(=O)(=O)N3CCN(c4ccc(CO)cc4)CC3)ccc2N1	50.1µM*
CCCn1c(C)nc2c(NCCCCN(CC)CC)nc(C)nc21	0.8%
COc1cccc(NC(=S)N2CCN(c3cccc(C(F)(F)F)n3)CC2)n1	?
COc1ccc(C2Nc3ccccc3C(=O)N2Cc2ccco2)cc1COc1c(C)cccc1C (stereo not given)	-2.4%
Cc1cnc(-c2ccccc2C(C)C)nc1NCc1ccc(-c2cccnc2)cc1	17.8%
COc1ccc(CN(Cc2ccccc2)S(=O)(=O)c2ccccc2)cc1COc1ccc(NC(C)=O)cc1	14.4%
NC(=O)C1CCN(c2nc(-c3ccccc3N)cs2)CC1	?
CCC[C@H](NC(=O)[C@@H]1[C@H]2CCC[C@H]2CN1C(=O)[C@@H](NC(=O)[C@@H](NC(=O)c1cnccn1)C1CCCCC1)C(C)(C)C)C(=O)C(=O)NC1CC1	44.7µM*
C[C@@H]1CC(=O)Nc2cccc(-c3cnn(C(C)(C)C)c3)c2N1	14.3%
Cc1ccc(OCCn2c(CCNC(=O)c3cccc(C#N)c3)nc3ccccc32)cc1	10.5%
Cc1cc2c(s1)c1cnn(Cc3cccc(C(F)(F)F)c3F)c(=O)c1n2C	6.7%
CN1CCN(c2cccc(Nc3nn4c(=O)c5ccc(F)cc5nc4s3)c2)CC1	-5.0%
CCCN1CCN(c2cccc(Nc3nn4c(=O)c5ccccc5nc4s3)c2)CC1	?
O=C(OCC#CCSc1nnc(-c2cccc3ccccc23)o1)c1cc2ccccc2o1	10.0%[57.5 µM]
COc1cccc(-c2ccc3ncnc(NCc4cc(C)cs4)c3c2)c1	-1.7%[57.5 µM]
Cc1ccc(S(=O)(=O)Nc2ccccc2C(=O)Nc2ccc(-c3ccccc3)nc2)cc1	15.9%
CCc1nnc(-c2cnn(C)c2N)n1CCCn1ccnc1	1.0%
O=C1CCCC2=C1C(c1ccccc1)N=C(Nc1nc3ccccc3o1)N2 (stereo not given)	15.9%
COC(=O)N1CC2(CC2)C[C@H](C(=O)NO)[C@H]1C(=O)N1CCN(c2ccccc2)CC1	3.4%[57.5 µM]
Cc1nc(NCc2ccccc2)c2nc(-c3ccccc3)n(CC3CCN(C)CC3)c2n1	3.7%
CC(=O)Nc1ccc(S(=O)(=O)N2CCN(S(=O)(=O)c3ccc4c(c3)OCCO4)CC2)cc1	?
Oc1ccc(-c2nn[nH]n2)c2cccnc12	15.0%
Cc1ccc(OCCn2c(CCNC(=O)CCc3ccc(N)cc3)nc3ccccc32)cc1	-1.1%[57.5 µM]
Cc1nc(NC2CCCCC2)c2nc(-c3ccccc3)n(CCN(C)C)c2n1	-6.4%
Cc1c(P(=S)(c2ccccc2)c2ccccc2)[n+]2ccccc2n1CCCc1ccccc1	?
Cc1cc(NC(=O)Nc2nnc(-c3cccnc3)s2)ccc1Br	?
O=[N+]([O-])c1cccc(S(=O)(=O)N2CCN(S(=O)(=O)c3ccc4c(c3)OCCO4)CC2)c1	4.3%
Cc1ccc(-n2cnc3cc(C(=O)N4CCCCC4)ccc32)cc1	2.2%
Cc1cc2c(s1)c1cnn(Cc3ccc(Br)cc3F)c(=O)c1n2C	-3.7%[57.5 µM]
O=C1CCCC2=C1C(c1[nH]ncc1Cl)N=C(Nc1nc3ccccc3s1)N2 (stereo not given)	7.1%
O=C(Nc1ccc(-c2nc3ccccc3[nH]2)cc1)c1ccc(Oc2ccccc2)cc1	-18.8%

Structural class: the compounds so far with a Cl atom (14)
SMILES	NTMT1 inhibitor
Cc1ccc(N[S+](=O)([O-])c2cc3c(cc2Cl)NC(=O)CO3)cc1Br	-1.7%
CC(C)C(OC(=O)CNC(=O)c1ccccc1)C(=O)Nc1cc(C(F)(F)F)ccc1Cl (stereo not given)	13.7%
CCNC(=O)C1CCN(C(=O)C(C)(C)NC(=O)Nc2ccccc2Cl)CC1	-1.7%[57.5 µM]
CCOC(=O)C1CCN(C(=O)C2(NC(=O)Nc3ccccc3Cl)CCCCC2)CC1	?
O=C(CNC(=O)c1cccc2ccccc12)OC(C(=O)Nc1cc(C(F)(F)F)ccc1Cl)c1ccccc1 (stereo not given)	-12.3%
CNC1CCC(N(Cc2ccc(OC)c(-c3ccc(C#N)cc3)c2)C(=O)c2sc3ccccc3c2Cl)CC1 (stereo not given)	?
O=C(CN1C(=O)N/C(=C\c2cccn2-c2cccc(C(=O)O)c2)C1=O)Nc1cccc(Cl)c1	79.4µM*
O=C(Cc1ccc(Cl)c(Cl)c1)Nc1ccc([S+](=O)([O-])Nc2cccc([N+](=O)[O-])c2)cc1	5.2%
O=C1NS(=O)(=O)c2cc(Cl)ccc21	9.7%
O=C(Cc1ccc(Cl)c(Cl)c1)Nc1ccc([S+](=O)([O-])Nc2ccccn2)cc1	?
Clc1cccc(-c2ccc(-c3nnc(CCCc4ccc5cccnc5n4)o3)cc2)c1	-22.3%
CC(=O)c1ccc(N2CCN(S(=O)(=O)c3ccc4c(c3)C(Cl)(Cl)C(=O)N4)CC2)cc1	?
COC(=O)C1CCc2sc(NC(=O)Cc3ccccc3)c(C(=O)Nc3ccc(Cl)cc3)c21 (stereo not given)	-8.2%
O=C1CCCC2=C1C(c1[nH]ncc1Cl)N=C(Nc1nc3ccccc3s1)N2 (stereo not given)	7.1%
